From PubChem
West Nile antiviral: West Nile virus antiviral activity, cell-based, CPE readout (AID 1621) | one-dose CPE inhibition, % at 10 µM; IC50 in µM for titrated hits | 0.02% of 290,000 active | West Nile virus-infected cells, CPE inhibition; higher % means a stronger effect; in the data active means a potency from the dose series; further: strong numbers were not always called active
KOR beta-arrestin-1: kappa opioid receptor activators – cell-based, luminescence, uHTS, primary screen (AID 1777); activation, % at 10 µM, or EC50 in µM where a hit was titrated; KOR beta-arrestin recruitment, luminescence; higher % means a stronger effect; 0.02% of 280,000 active; in the data active means activation above about 50%, passing the limit was not always enough; further: a part of the inactive calls stands beside numbers as strong as those of hits
GPR55 LPI antagonism: inhibition of LPI-stimulated GPR55 beta-arrestin translocation – imaging, U2OS, beta-arrestin-GFP, LPI agonist, primary screen (AID 2013); U2OS GPR55 beta-arrestin-GFP translocation imaging, LPI antagonism; higher % means a stronger effect; inhibition, % at 10 µM, or IC50 in µM where a hit was titrated; 0.13% of 290,000 active;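 active means spots per cell inhibited over 60%, with over 100 cells counted and total cytoplasm intensity under 500,000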;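 further: U2OS cells stably carrying GPR55 and arrestin-GFP stimulated by 5 µM LPI near EC80; imaged beta-arrestin-GFP aggregate spots per cell after agonist stimulation; plate controls were LPI-stimulated DMSO wells for no effect and DMSO wells without LPI for full effect; some results filed as inactive read as strong as hits; confirmed hits need IC50 under 10 µM and bright autofluorescent wells are also inconclusive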
Salmonella PhoP GFP: PhoP-dependent GFP reporter repression – Salmonella Typhimurium, primary screen (AID 1863). S. Typhimurium PhoP-regulated promoter GFP reporter, 4 h; higher % means a stronger effect. one-dose inhibition, % at 50 µM; IC50 in µM for titrated hits. 0.16% of 300,000 active;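 active means inhibition over 29.93%, a cutoff 3 SD above the screen mean, later confirmed by dose response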;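 further: 0% = low Mg2+ inducing control and 100% = high Mg2+ repressing control; strong numbers were not always called active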
NTR1 ag: NTR1-driven beta-arrestin-GFP spot formation – imaging, U2OS cells, high content, primary screen (AID 493036) | agonist mode | 0.17% of 330,000 active | activation, % at 20 µM;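 active means activation at or above 40% of the spot to cytoplasm intensity ratio, with at least 20 cells analyzed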;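 further: 0% = DMSO without peptide and 100% = 100 nM NTR1 peptide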
Target sequence (P30989 whole entry, looked up): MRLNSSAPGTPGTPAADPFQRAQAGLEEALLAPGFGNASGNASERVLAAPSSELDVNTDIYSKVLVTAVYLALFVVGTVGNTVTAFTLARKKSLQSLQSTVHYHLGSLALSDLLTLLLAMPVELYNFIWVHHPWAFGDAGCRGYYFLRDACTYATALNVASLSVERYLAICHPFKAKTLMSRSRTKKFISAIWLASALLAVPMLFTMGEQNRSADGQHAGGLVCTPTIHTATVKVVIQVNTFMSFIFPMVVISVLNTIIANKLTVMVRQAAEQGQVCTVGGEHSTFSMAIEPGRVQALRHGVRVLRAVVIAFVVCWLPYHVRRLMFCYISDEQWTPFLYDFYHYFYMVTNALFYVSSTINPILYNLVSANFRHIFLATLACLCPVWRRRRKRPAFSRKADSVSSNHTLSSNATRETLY
GPR55 activation: selective activators of receptor GPR55 – imaging, U2OS cells, beta-arrestin-GFP redistribution, primary screen (AID 1961) | U2OS GPR55 beta-arrestin-GFP redistribution imaging; higher % means a stronger effect | 0.048% of 290,000 active | activation, % at 10 µM, or EC50 in µM where a hit was titrated;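 active means activation above 40% with more than 50 cells counted in the well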;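 further: U2OS osteosarcoma cells stably expressing GPR55 and beta-arrestin-GFP; plate controls were DMSO negative control for no effect and LPI positive control for full effect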
T cell HTS: T cell immune modulation candidate; 2C CD8+ T cell-vesicle binding, flow cytometry; active compounds read low; calls only at 7 µM; 0.068% of 330,000 active; AID 2052;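 active means response, share of CD8 T cells binding vesicles, and their 90th percentile fluorescence all below set limits, cut at about 80% in these data, passing the limit was not always enough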
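Assay system – 2C mouse CD8+ T cells · Also added – QL9-loaded Drosophila micro-vesicles · Timing – Cell–vesicle co-incubation 1.5 h at 37 °C, staining 20 min on ice · Signal – flow cytometry of vesicle-bound cells · Measure – percent CD8+ FL2 mean versus row control · Controls – Peptide-free naked vesicles (low) and QL9 vesicles with 0.7% DMSO vehicle (high)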
KOR beta-arrestin-2: KOR antagonists, beta-arrestin recruitment, cell-based, luminescence, uHTS (AID 1778); KOR beta-arrestin recruitment, luminescence, antagonist mode; higher % means a stronger effect; one-dose inhibition, % at 10 µM; IC50 in µM for titrated hits; 0.091% of 290,000 active; in the data active means inhibition above about 50%; further: strong numbers were not always called active
GPR35 antagonists: inhibition of zaprinast-stimulated GPR35 beta-arrestin translocation – imaging, U2OS, beta-arrestin-GFP, zaprinast agonist, primary screen (AID 2058); U2OS GPR35 beta-arrestin-GFP translocation imaging, zaprinast antagonism; higher % means a stronger effect; 0.052% of 290,000 active; inhibition, % at 10 µM, or IC50 in µM where a hit was titrated;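 active means inhibition of at least 50% with at least 30 cells and total cytoplasm GFP at most 10,000,000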
T cell HTS vesicle-bound %: also measured in T cell HTS; calls as there; double positive events, %; measured here: CD8+ vesicle-bound cell fraction;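 binding gate set so that unloaded-vesicle control wells show 10% double positive cells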
NTR1 ag cell count 20 µM: recorded beside NTR1 ag, whose call it bears; cell count; measured here: cell count, cytotoxicity flag
An asterisk follows results filed as active; i = inactive; x = no result given; [ ] = another dose, or the depositor's remark.

no.	structure	T cell HTS	NTR1 ag cell count 20 µM	Salmonella PhoP GFP	KOR beta-arrestin-1	West Nile antiviral	GPR55 activation	GPR55 LPI antagonism	KOR beta-arrestin-2	T cell HTS vesicle-bound %	NTR1 ag	GPR35 antagonists
1	CN(C(=O)c1ccc(S(=O)(=O)NC2CCCC2)cc1)C1CCCCC1	i	51	27.2%	4.3%	-0.4%	-0.1%	-3.3%	-24.6%	20.8	1.9	-7.9%
2	O=C(CCCCC(=O)N1CCN(c2ccccc2)CC1)N1CCN(c2ccccc2)CC1	x	x	x	5.9%	x	-0.2%	4.9%	14.4%	x	x	8.0%
3	O=C(CCN1CCOCC1)N1CCc2c([nH]c3ccccc23)C1c1cccc(Cl)c1 (centres undefined)	i	76	6.5%	x	-0.5%	-0.1%	3.6%	-18.9%[20 µM]	62.4	-1.1	-2.0%
4	Cc1ccc(C(C)C)c(OCC(O)CNC2CCCC2)c1 (centres undefined)	i	59	-2.9%	-3.2%	-2.4%	-0.2%	5.4%	5.2%	45.2	0.8	-2.6%
5	CCOC(=O)c1cc(-c2ccc(OC)cc2)nc2c1c(C)nn2CCC(N)=S	i	31	2.1%	4.4%	0.0%	0.1%	-18.5%	-1.7%	60.5	11.6	-10.2%
6	O=C1CSC(=O)N1CCOCCN1C(=O)CSC1=O	i	70	0.8%	-5.5%	0.4%	0.6%	3.0%	-24.4%	27.4	0.2	11.4%
7	CC(=O)c1cc2c(cc1N/C(=N/S(=O)(=O)c1ccc(C)cc1)c1ccccc1)OCO2	i	41	-1.1%	16.2%	-0.5%	0.0%	-14.7%	-5.5%	38.5	-0.1	-9.2%
8	CN(C)CCCN(C(=O)c1ccc([N+](=O)[O-])s1)c1nc2cc3c(cc2s1)OCCO3	i	62	1.7%	2.9%	-0.1%	-0.1%	16.7%	8.5%	61.2	-0.8	23.4%
9	Cc1nc2nc3c(cn2n1)C(=O)CC(c1ccccc1)C3 (centres undefined)	x	x	3.1%	-1.4%	0.1%	0.2%	-3.8%	-51.3%	x	x	-12.3%
10	Cn1ccnc1SCC(=O)N1CCc2ccccc21	i	52	1.6%	-2.5%	-0.4%	0.2%	-2.6%	19.1%	64.9	0.2	7.8%
11	O=C(C1=C[C@H](c2ccc(Br)cc2)C[C@H](OCc2ccc(CO)cc2)O1)N1CCOCC1	i	53	-8.3%	3.3%	-1.1%	0.2%	-1.2%	1.4%	17.7	0.5	-3.6%
12	Cc1ccc(Cl)cc1NC(=S)N1CCC(c2ccccc2)C1 (centres undefined)	i	60	-2.7%	3.8%	-1.6%	-0.1%	-6.8%	-15.5%	33.6	-0.2	-8.9%
13	O=C(O)CCCC(=O)N1N=C(c2ccccc2)CC1c1ccc2nccnc2c1 (centres undefined)	i	44	3.7%	-0.7%	-0.6%	0.2%	1.1%	6.9%	36.0	6.2	-4.0%
14	O=C(OCC(=O)N1CCN(C(=O)c2ccco2)CC1)c1ccc(S(=O)(=O)N2CCCCC2)cc1	i	40	9.1%	2.5%	0.1%	0.1%	-6.7%	21.5%	34.9	-1.3	-6.0%
15	Cc1cc2oc(=O)cc(CN3CCOCC3)c2cc1C	x	64	-5.7%	-7.0%	-0.3%	0.0%	2.3%	9.3%	x	1.8	6.0%
16	CCOC(=O)CC1=C(C(=O)OCC)C(c2cccnc2)C(C#N)=C(N)O1 (centres undefined)	i	50	-9.4%	-0.2%	0.5%	-0.1%	34.8%	-57.5%	25.0	1.0	15.0%
17	Cc1ccc(NC(=S)NCC2CCN(C(C)c3ccccc3)C2)cc1 (centres undefined)	i	83	-7.8%	-0.1%	-0.4%	0.1%	6.2%	-14.0%	37.5	2.3	-6.2%
18	COc1ccc(C(=O)NC(NC(=O)c2ccc(OC)c(OC)c2)c2ccccc2F)cc1OC	i	85	0.1%	8.3%	0.2%	0.2%	-15.9%	4.3%	28.8	-0.5	-10.4%
19	O=C1CSC(c2cn(-c3ccccc3)nc2-c2cccs2)N1Cc1ccccc1 (centres undefined)	i	55	-0.9%	5.2%	x	-0.1%	22.0%	-20.9%	39.5	4.6	-9.8%
20	Cn1c(CO)cnc1SCc1ccc(F)cc1	i	34	3.9%	-3.4%	0.1%	-0.3%	-4.7%	16.9%	27.4	2.5	-2.1%
21	CC(C)CCSc1ncnc2c1oc1nc3c(cc12)COC(C)(C)C3	i	51	-3.2%	-6.2%	0.4%	-0.1%	-1.5%	2.5%	39.0	8.0	-3.9%
22	CCCCc1nc2cc(C(=O)NCc3ccccn3)ccc2o1	i	62	-2.1%	10.0%	0.5%	0.7%	5.6%	-5.9%	20.0	-0.2	-14.4%
23	CCOc1ccccc1/C=N/N1CCN(Cc2ccccc2)CC1	i	51	1.6%	9.4%	-0.4%	-0.4%	1.0%	-54.1%[20 µM]	48.8	2.0	4.9%
24	Cc1cccc(-n2c(SCc3cc(=O)n4c(C)cccc4n3)nc3[nH]ncc3c2=O)c1	i	46	6.1%	-2.9%	x	-0.1%	-1.0%	9.8%	18.4	-0.1	12.1%
25	COc1ccc(C(=O)NNC(=O)C2(C)CC2(Br)Br)cc1 (centres undefined)	i	63	1.7%	2.8%	0.3%	-0.1%	6.4%	-5.2%	10.2	-0.3	11.3%
26	CC(C)(Cc1ccc(O)cc1)NC(=O)c1ccccc1	i	67	-8.5%	-5.9%	0.0%	-0.1%	-8.0%	-19.9%[20 µM]	54.8	-0.7	-6.8%
27	CC(C)c1ccc(NC(=O)C2C3C=CC4(O3)C2C(=O)N(CCCN2CCCCC2)C4C(=O)NC2CCCCC2)cc1 (centres undefined)	i	38	-2.8%	0.8%	0.0%	-0.2%	-2.5%	-13.3%	45.3	-0.3	-8.7%
28	Nc1nc2n(n1)C(c1ccco1)CC(c1ccccc1)N2 (centres undefined)	i	84	-2.5%	-3.0%	0.8%	-0.1%	8.5%	10.3%	31.1	-4.1	-3.4%
29	CCOc1ccc(NC(=O)c2sc3nc(N4CCOCC4)c4c(c3c2N)CC(C)(C)OC4)cc1	i	72	6.5%	-2.9%	-0.7%	-0.2%	18.5%	26.8%	36.6	1.9	-17.5%
30	COc1cccc(N2CC(O)=C(c3nc4ccccc4c(=O)[nH]3)C2=N)c1	i	41	5.7%	2.7%	1.6%	0.0%	-9.4%	-52.2%	12.1	2.5	-9.1%
31	CCc1nnc(NS(=O)(=O)c2ccc(NC(=O)COc3ccc4ccccc4c3)cc2)s1	i	84	-11.4%	x	0.4%	0.2%	9.1%	-10.5%[20 µM]	43.3	0.2	14.1%
32	CCCCCCCC(=O)N/N=C(/C)c1c(O)cc(C)oc1=O	i	85	0.7%	4.5%	0.9%	0.3%	-0.4%	-19.6%	25.7	1.9	7.9%
33	O=C(CSc1ncn[nH]1)OCN1C(=O)c2ccccc2C1=O	i	81	0.2%	-0.9%	0.6%	-0.2%	-19.7%	-22.6%	12.0	-0.3	-1.3%
34	Cc1ncc(CSc2nnnn2-c2ccccc2)c(N)n1	i	37	-6.4%	-1.8%	-0.8%	0.3%	1.1%	22.0%	28.7	-0.9	4.6%
35	Cn1c(CNc2ccc(O)cc2)nc2ccccc21	i	74	11.8%	-4.1%	0.0%	-0.1%	11.8%	0.4%	35.8	0.9	-11.4%
36	COc1cccc(OC)c1C(=O)NC(=S)NCc1cccnc1	i	58	1.2%	1.3%	-0.3%	0.0%	5.8%	7.6%	25.0	-0.2	-7.3%
37	COc1cccc(Oc2cn[nH]c2-c2ccc(OCC(=O)NN)cc2O)c1	i	56	6.0%	-1.2%	-0.6%	0.6%	12.8%	-19.6%	14.7	2.7	-14.1%
38	Cc1nc(SCCC(=O)O)c2ccccc2n1	i	48	1.7%	-4.1%	0.3%	-0.1%	13.5%	-6.3%	25.1	-1.4	15.3%
39	CC1CCCCN1c1ncnc2ccccc12 (centres undefined)	i	47	13.3%	4.6%	-0.8%	-0.1%	-3.7%	-40.5%	14.4	2.9	-13.8%
40	Cc1ccc(C(=O)O)cc1S(=O)(=O)N1CCCC1	i	65	-5.1%	-6.0%	0.0%	0.4%	3.0%	-8.0%	41.3	1.2	-4.5%
41	CN1CCN(C(=O)CN(C)S(=O)(=O)c2ccc(F)cc2)CC1	i	39	-1.9%	1.2%	1.1%	0.0%	-0.9%	-22.9%	25.9	-1.4	0.6%
42	O=C(O)CN1C(=O)C(=O)N(Cc2c(F)cccc2Cl)C1=O	i	89	-5.0%	-1.0%	0.3%	0.4%	0.0%	49.2%	61.6	0.3	10.6%
43	CC(C)Oc1ccc(/C(O)=C2/C(=O)C(=O)N(CCN3CCNCC3)C2c2cccc([N+](=O)[O-])c2)cc1 (centres undefined)	i	56	6.2%	-2.8%	0.1%	0.2%	2.2%	-33.7%[20 µM]	59.5	0.5	15.1%
44	CCCCNCCCOc1cccc(Cl)c1	i	64	-1.1%	-0.2%	-0.9%	-0.1%	14.9%	18.0%	40.9	0.7	-2.7%

Arranged by molecular weight (rising): some entries from above.
no.	structure	T cell HTS	NTR1 ag cell count 20 µM	Salmonella PhoP GFP	KOR beta-arrestin-1	West Nile antiviral	GPR55 activation	GPR55 LPI antagonism	KOR beta-arrestin-2	T cell HTS vesicle-bound %	NTR1 ag	GPR35 antagonists
39	CC1CCCCN1c1ncnc2ccccc12 (centres undefined)	i	47	13.3%	4.6%	-0.8%	-0.1%	-3.7%	-40.5%	14.4	2.9	-13.8%
32	CCCCCCCC(=O)N/N=C(/C)c1c(O)cc(C)oc1=O	i	85	0.7%	4.5%	0.9%	0.3%	-0.4%	-19.6%	25.7	1.9	7.9%
22	CCCCc1nc2cc(C(=O)NCc3ccccn3)ccc2o1	i	62	-2.1%	10.0%	0.5%	0.7%	5.6%	-5.9%	20.0	-0.2	-14.4%
16	CCOC(=O)CC1=C(C(=O)OCC)C(c2cccnc2)C(C#N)=C(N)O1 (centres undefined)	i	50	-9.4%	-0.2%	0.5%	-0.1%	34.8%	-57.5%	25.0	1.0	15.0%
2	O=C(CCCCC(=O)N1CCN(c2ccccc2)CC1)N1CCN(c2ccccc2)CC1	x	x	x	5.9%	x	-0.2%	4.9%	14.4%	x	x	8.0%
27	CC(C)c1ccc(NC(=O)C2C3C=CC4(O3)C2C(=O)N(CCCN2CCCCC2)C4C(=O)NC2CCCCC2)cc1 (centres undefined)	i	38	-2.8%	0.8%	0.0%	-0.2%	-2.5%	-13.3%	45.3	-0.3	-8.7%
